SENP1 inh: human SENP1 catalytic domain inhibitors, primary screen, biochemical, FRET, uHTS; Sentrin-specific protease 1 (Homo sapiens), Q9P0U3; recombinant SENP1 catalytic domain, CyPet-SUMO1-YPet FRET cleavage; inhibition, % at 10 µM; actives 0.21% (n = 360,000);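 active means inhibition at least 30% at 10 µM, raw YFP signal under a set limit, fluorescence ratio 0.5 to 1.5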;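 further: 0% = enzyme with DMSO and 100% = no enzyme wells; some results filed as inactive read as strong as hits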
Target sequence (Q9P0U3 419-644 limits assumed): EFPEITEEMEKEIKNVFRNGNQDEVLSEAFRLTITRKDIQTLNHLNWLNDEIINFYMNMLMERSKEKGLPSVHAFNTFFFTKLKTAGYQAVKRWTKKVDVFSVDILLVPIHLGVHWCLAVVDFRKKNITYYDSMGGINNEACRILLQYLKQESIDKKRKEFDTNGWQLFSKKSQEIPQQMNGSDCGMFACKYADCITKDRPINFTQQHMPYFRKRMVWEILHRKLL
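Test system: recombinant human SENP1 catalytic domain, His6-tagged / Medium: pH 8 Tris buffer with EDTA, NaCl, BME, BSA, NP40, catalase / Also added: SUMO1 FRET substrate flanked by Cypet and Ypet, 25 nM / Times: 50 min reaction at room temperature / Signal: FRET, CFP and YFP emission / Control set: no-enzyme low control and enzyme-plus-DMSO high control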
Apaf1 inhib: inhibitors of human Apaf-1 apoptosome, primary screen, biochemical, DEVD-Rh110 fluorescence, uHTS | Apoptotic protease-activating factor 1 (Homo sapiens), O14727 | reconstituted apoptosome caspase-3 activity | inhibition, % at 20 µM | actives 0.71% (n = 330,000); active means inhibition of at least 40% at 20 µM;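 further: plate controls were DMSO wells for no effect and DEVD-CHO caspase inhibitor wells for full effect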
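Material: reconstituted apoptosome with Apaf-1, cytochrome c, caspase-9, procaspase-3, dATP. Technique: Rh110 fluorescence intensity. Buffer or medium: pH 7.5 Hepes buffer with CHAPS, BSA, DTT. Times: 30 min plus 50 min, RT.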
HKDC1 inhibitor: HKDC1 hexokinase inhibitors, primary screen, biochemical, fluorescence, uHTS; recombinant HKDC1, G6PDH/diaphorase resazurin coupled fluorescence; AID 493160, 2011; actives 0.16% (n = 340,000); inhibition, % at 20 µM; Q2TB90;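 active means inhibition above about 35% when tested at 20 µM, limit read from the data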;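 further: plate controls were DMSO wells with enzyme for no effect and DMSO wells lacking enzyme for full effect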
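Assay system: recombinant HKDC1 hexokinase; detection: coupled resazurin fluorescence, excitation 525 nm, emission 613 nm; benchmarks: DMSO-plus-enzyme-mix negative control, buffer-substituted positive control; compound dosing: single 20 µM dose; schedule: 90 min at room temperature in dark; also added: glucose plus 1 mM ATP as hexokinase substrates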
SENP7 block: SENP7 protease inhibitors, primary screen, biochemical, luminescence, uHTS; Sentrin-specific protease 7 (Homo sapiens), Q9BQF6; recombinant SENP7, Z-RLRGG-aminoluciferin luminescence, 40 min; inhibition, % at 5 µM; actives 1.5% (n = 330,000);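 active means inhibition above about 50% at the single test dose, limit read from the data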;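 further: plate controls were DMSO with enzyme for no effect and no enzyme buffer wells for full effect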
Target sequence (Q9BQF6 706-1050 limits assumed): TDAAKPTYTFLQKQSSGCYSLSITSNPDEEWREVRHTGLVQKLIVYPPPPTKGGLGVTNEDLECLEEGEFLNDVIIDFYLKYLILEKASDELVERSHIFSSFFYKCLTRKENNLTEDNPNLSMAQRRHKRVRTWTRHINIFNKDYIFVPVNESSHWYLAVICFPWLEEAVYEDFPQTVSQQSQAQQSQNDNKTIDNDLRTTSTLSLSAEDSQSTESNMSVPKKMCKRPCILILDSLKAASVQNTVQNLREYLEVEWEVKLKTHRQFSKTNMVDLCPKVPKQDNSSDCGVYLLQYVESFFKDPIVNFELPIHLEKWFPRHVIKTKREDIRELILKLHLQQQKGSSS
SENP8 block-1: human SENP8 protease inhibitors, primary screen, biochemical, fluorescence, Nedd8 protein substrate, uHTS; inhibition, % at 20 µM; AID 602440, 2012; actives 0.64% (n = 360,000); recombinant SENP8; in the data active means inhibition mostly above about 40%, no sharp cut-off; inactive means mostly below about 27%
PfG6PD inh: PfG6PD enzyme inhibitors, primary screen, biochemical, fluorescence intensity, uHTS; PfGluPho enzyme, NADPH resazurin-diaphorase fluorescence; actives 0.78% (n = 350,000); inhibition, % at 20 µM;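 active means inhibition reaching at least a set limit at 20 µM in the primary screen, cut at about 59% in these data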;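 further: 0% = DMSO wells with substrate and 100% = DMSO wells lacking glucose-6-phosphate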
NALP3 yeast inh: NALP3 inflammasome inhibitors in reconstituted yeast, primary screen, luminescence, uHTS. AID 2825, 2010. actives 0.39% (n = 330,000). Yeast reconstituted NLRP3/ASC/caspase-1, beta-gal luminescence, 24 h. inhibition, % at 10 µM;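 active means inhibition of 50% or more; inactive means inhibition below 50%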;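 further: plate controls were induced DMSO wells for no effect and uninduced yeast grown without galactose for full effect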
SENP8 block-2: SENP8 protease inhibitors, primary screen, biochemical, luminescence. inhibition, % at 10 µM. Sentrin-specific protease 8 (Homo sapiens), Q96LD8. actives 1.2% (n = 330,000). AID 2540, 2010. purified SENP8, Z-RLRGG-aminoluciferin cleavage; in the data active means inhibition above about 50%
SENP6 inh: SENP6 protease inhibitors, primary screen, biochemical, luminescence, uHTS; Sentrin-specific protease 6 (Homo sapiens), Q9GZR1; Recombinant SENP6 catalytic domain, aminoluciferin luminescence; inhibition, % at 10 µM; actives 1.8% (n = 330,000); AID 2599, 2010;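 active means inhibition above about 50% at the single tested dose, limit read from the data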;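 further: plate controls were DMSO wells with enzyme for no effect and DMSO wells lacking enzyme for full effect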
Target sequence (Q9GZR1 628-1112 limits assumed): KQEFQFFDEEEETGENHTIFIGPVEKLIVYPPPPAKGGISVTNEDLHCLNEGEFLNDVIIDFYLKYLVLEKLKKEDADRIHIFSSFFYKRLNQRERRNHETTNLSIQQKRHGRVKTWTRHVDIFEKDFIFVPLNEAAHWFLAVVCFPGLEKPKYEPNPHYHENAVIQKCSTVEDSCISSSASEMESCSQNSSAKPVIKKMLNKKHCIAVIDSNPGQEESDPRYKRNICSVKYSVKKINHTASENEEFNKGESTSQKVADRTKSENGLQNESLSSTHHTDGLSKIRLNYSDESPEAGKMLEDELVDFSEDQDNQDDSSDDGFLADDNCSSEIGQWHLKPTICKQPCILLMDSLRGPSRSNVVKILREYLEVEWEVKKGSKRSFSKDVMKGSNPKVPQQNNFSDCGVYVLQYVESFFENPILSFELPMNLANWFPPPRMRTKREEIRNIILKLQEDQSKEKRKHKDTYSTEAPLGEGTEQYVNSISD
Active calls of the source: *; nt = no result given.

Molecule	SENP1 inh	Apaf1 inhib	HKDC1 inhibitor	SENP7 block	SENP8 block-1	PfG6PD inh	NALP3 yeast inh	SENP8 block-2	SENP6 inh
O=C(CCS(=O)(=O)c1cccs1)Nc1ccc(C(=O)NCc2ccccc2)cc1	0.0	0.5	-1.3	8.7	11.9	-2.0	4.9	13.1	-16.3
C#CC[N+]1(CC#Cc2ccc(C#CC[N+]3(CC#C)CCOCC3)cc2)CCOCC1	-0.5	20.8	-2.2	-0.8	20.7	28.2	10.5	-3.2	-7.0
CCN(C(=O)Cn1c(Cl)nc2c1c(=O)n(C)c(=O)n2C)C1CCCCC1	2.5	1.4	-6.6	0.4	4.5	4.4	16.8	-4.7	-26.0
COc1ccc(OC)c(S(=O)(=O)N(C)CC(=O)Nc2cc(Cl)ccc2OC)c1	1.6	-5.9	-6.8	-3.7	23.2	4.1	6.3	-7.0	-10.4
CCOc1ccc(S(=O)(=O)Nc2ccc(C(=O)N3CCCC3)cc2)cc1C(N)=O	1.1	1.2	-1.9	-8.7	7.9	-24.5	12.3	-3.5	4.9
O=C(COC(=O)Cc1ccccc1[N+](=O)[O-])Nc1nnc(-c2ccccc2)o1	2.2	3.2	-0.2	-19.8	2.7	-39.5	-8.2	-3.4	-10.6
O=c1c2ccccc2nc2sc3ccccc3n12	0.9	-1.1	1.1	87.4*	-74.0	-3.9	-2.5	74.3*	78.7*
CC(=NCCCn1ccnc1)c1c(O)n(Cc2ccccc2)c(=O)[nH]c1=O	-1.1	-0.9	-8.5	-7.0	11.2	3.2	18.5	6.1	4.6
CCNC(=O)CSc1nc(-c2ccccc2)cs1	2.2	-4.1	-5.0	-6.9	10.1	-4.2	9.1	-7.2	-16.8
O=C1C=C(O)c2c(O)cc(O)c(O)c2C1=O	-44.5	-2.9	-0.5	3.5	46.8*	3.9	8.4	4.9	4.5
CCc1ccc(N2CC(C(=O)OCC(=O)NNC(=O)c3ccccc3)CC2=O)cc1 (stereo not given)	2.5	6.1	-4.2	5.5	15.8	5.8	-0.5	1.9	-1.3
CCCN(C(=O)COC(=O)c1nc2nc(C)cc(C)n2n1)C1CCS(=O)(=O)C1 (stereo not given)	1.3	18.4	-3.7	-8.2	-0.7	6.2	5.2	-11.1	1.2
CO/N=C/C(=N\Nc1ccc(OC)cc1)C(=O)c1ccc(F)cc1	0.3	13.0	-11.2	6.4	9.6	11.7	3.5	-0.2	-5.7
Cc1nc2ccc(NC(=O)c3ccc(S(=O)(=O)N(C)C)cc3)cc2s1	-1.3	-8.3	-0.5	3.5	11.7	-2.1	-3.9	2.4	-5.2
COC(=O)CCC(=O)N(CCN(Cc1ccccc1)C(=O)CCC(=O)OC)Cc1ccccc1	-1.7	-7.1	-3.3	-3.5	10.1	-5.9	7.4	-1.5	-9.6
COC(=O)c1ccc(OC(=O)C2CC(=O)N(c3cccc(C)c3)C2)cc1 (stereo not given)	0.5	-8.5	-8.9	5.1	-7.0	-3.9	-6.8	3.6	0.9
CC1(C)CC(NC(=O)c2cccc(S(=O)(=O)Nc3cccc(Cl)c3)c2)CC(C)(C)N1	1.7	2.9	3.3	6.6	5.8	-9.6	16.2	-5.6	-5.2
Cc1ccnc(NCc2ccc(Br)cc2)c1	2.7	-1.0	-0.2	0.1	12.6	19.2	32.8	-4.7	12.9
CC(=O)c1ccc(OCCCC(=O)NCCc2ccc(C(F)(F)F)cc2)cc1	1.3	11.5	-3.0	6.7	6.0	6.4	5.7	-0.9	20.6
O=C(COC(=O)C1COc2ccccc2O1)Nc1cccc(F)c1 (stereo not given)	0.1	-7.8	-2.4	-1.1	15.5	1.1	17.7	2.5	-22.7
CCOc1ccc(N(CC(=O)NN=C2CCN(C)CC2)S(C)(=O)=O)cc1	2.1	-3.9	-5.0	4.2	24.2	-14.5	12.5	-4.6	-16.2
Cc1ccc(-c2nnc(NC(=O)C3=COCCO3)o2)c(C)c1	0.7	3.7	0.7	-1.2	14.9	-17.2	6.6	-5.1	-17.6
O=C(OCC(=O)N1CCc2ccccc21)c1cncc(Br)c1	-2.0	-0.8	-8.4	-2.3	8.2	5.9	5.1	-3.5	-2.5
Cn1c(-c2sc3cc(C(F)(F)F)cnc3c2-c2ccccn2)n[nH]c1=S	2.5	6.0	9.0	-6.3	-14.9	23.7	9.6	-4.7	-18.2
COc1ccc(CN(C)CC(=O)NC(=O)Nc2ccccc2F)cc1	5.6	10.1	1.1	1.8	9.5	-9.3	28.1	-6.0	-8.3
CSc1ncccc1C(=O)OCC(=O)NC1CC1	-0.3	-10.4	-0.4	-6.8	-0.3	-9.3	6.3	6.1	12.8
Cc1c(Cl)cccc1NC(=S)N1CCN(C(=O)c2ccco2)CC1	-2.2	-0.4	-3.7	-2.5	4.3	12.3	16.9	-10.7	-2.4
Cc1ccc(CNC(=O)C2CCC(=O)N2CCc2ccccc2)cc1 (stereo not given)	2.6	-11.9	2.2	-0.8	11.2	6.1	5.9	-2.3	-3.2
O=Cc1ccc(C(=O)O)cc1	-0.1	2.7	-4.9	2.5	-1.2	10.6	4.8	-1.4	-0.1
COc1ccc(Cl)cc1NC(=O)C1CSC(c2ccncc2)=N1 (stereo not given)	-2.5	8.2	0.6	2.6	3.9	17.3	16.5	-9.3	-2.4
CC1=NN(Cc2ccccc2)C(=O)C1	2.2	64.9*	-7.6	12.2	42.8*	12.0	17.8	4.0	9.2
COc1ccc(N2CCN(C(=O)c3cn(C)c(=O)c4c3c3ccccc3n4C)CC2)cc1	-3.6	-1.7	-2.6	-5.5	-57.1	3.8	14.7	3.7	2.7
O=C(CCCCCNc1nc(=S)[nH]c2ccccc12)NCc1ccccc1Cl	nt	2.6	nt	-1.5	nt	nt	5.7	-2.4	-3.1
CCN(C(=O)c1nn(-c2ccc(OC)cc2)c(=O)c2c1c1ccccc1n2C)c1ccc(OC)cc1	0.7	7.9	-3.5	9.8	-85.7	11.5	-8.4	-6.5	0.4
COC(=O)c1ccccc1SC(CC(=O)c1ccccc1)c1ccc(F)cc1 (stereo not given)	-2.4	3.3	5.3	2.2	8.7	18.7	9.7	-0.2	-14.9
O=C(/C=C/c1ccccc1)Nc1nnc(-c2ccco2)o1	1.0	-15.6	-5.2	8.3	3.3	-8.7	4.0	-4.6	14.8
CCOc1ccccc1NC(=O)C(NCC1CCCCC1)c1ccccc1 (stereo not given)	2.9	11.3	-0.3	2.5	0.9	6.6	4.4	1.7	-2.5
O=C(CC(O)(c1ccccc1)c1ccccc1)Nc1ccccn1	2.4	nt	3.1	nt	11.5	-4.8	nt	nt	nt
COc1ccc(NS(=O)(=O)c2ccc(-c3coc(C)n3)cc2)cc1	0.9	2.3	-3.2	-17.5	6.4	-25.4	15.7	-13.1	-1.0
CSc1ncc(Sc2ccccc2)c(C(=O)O)n1	-1.1	-2.5	-3.3	-3.4	15.0	-10.6	0.9	-7.8	-37.7
Fc1ccc(CNCC2CCCO2)cc1 (stereo not given)	3.9	-7.6	-7.9	9.8	7.7	-5.2	26.3	-4.8	2.4
O=C(N1CCOCC1)N1CCN(c2ccccn2)CC1	-2.9	-5.1	0.1	-2.6	-8.4	-14.8	-6.2	-0.2	-4.2
CCC/C(=C1/C(=O)CC(C)(C)C(C(=O)OC)C1=O)N1CCCC1 (stereo not given)	0.3	-20.9	-6.0	-1.8	19.5	16.7	11.0	-0.9	2.3
Cc1ccc(C(=O)Nc2cccc(-c3nc4ncccc4o3)c2)cc1	-0.9	7.4	-0.6	-12.7	3.5	4.1	37.8	-11.8	-15.6
Cc1nnc(C)n1/N=C/c1cc2ccccc2nc1Cl	-10.5	5.6	-9.7	3.5	-47.4	-5.6	0.7	-5.0	2.0
O=C(c1ccc2c3c(cccc13)C(=O)N(O)C2=O)N1CCCCC1	-1.5	0.3	12.8	-6.8	21.9	-3.0	-1.2	-3.0	-12.2
Cc1ccccc1CN1CCN(Cc2ccccc2C(F)(F)F)CC1	-0.4	-6.1	-2.6	2.5	6.8	10.1	12.2	7.9	10.5
COC(=O)c1ccc2[nH]c([C@H](C)O)c([C@H](C)O)c2c1	-7.7	12.5	6.5	2.5	-92.7	11.1	5.7	-9.0	-7.6

An excerpt of these results, as labelled records.
compound: Fc1ccc(CNCC2CCCO2)cc1 (stereo not given)
  SENP1 inh: 3.9
  Apaf1 inhib: -7.6
  HKDC1 inhibitor: -7.9
  SENP7 block: 9.8
  SENP8 block-1: 7.7
  PfG6PD inh: -5.2
  NALP3 yeast inh: 26.3
  SENP8 block-2: -4.8
  SENP6 inh: 2.4

compound: O=C(N1CCOCC1)N1CCN(c2ccccn2)CC1
  SENP1 inh: -2.9
  Apaf1 inhib: -5.1
  HKDC1 inhibitor: 0.1
  SENP7 block: -2.6
  SENP8 block-1: -8.4
  PfG6PD inh: -14.8
  NALP3 yeast inh: -6.2
  SENP8 block-2: -0.2
  SENP6 inh: -4.2

(list continues)
Molecule	SENP1 inh	Apaf1 inhib	HKDC1 inhibitor	SENP7 block	SENP8 block-1	PfG6PD inh	NALP3 yeast inh	SENP8 block-2	SENP6 inh
CCCC1CCC(C2=N/C(=C\c3ccc(OC)c(OC)c3)C(=O)O2)CC1 (stereo not given)	0.3	13.4	12.0	6.6	-10.9	5.9	-15.3	1.3	-3.7
COc1ccccc1CN(C)C(=O)COC(=O)c1ccc(Cl)nc1	-0.5	3.4	-3.3	-4.8	-0.4	-1.6	17.7	-10.5	9.0
CCOc1cc2[nH]c(=S)n(CCCN(CC)CC)c(=O)c2cc1OCC	-0.7	-9.9	4.3	-7.2	23.6	11.4	3.8	-10.5	2.0
Cc1cc(C)c2nc(N3CCCC(C(=O)N4CCC(C(N)=O)CC4)C3)sc2c1 (stereo not given)	1.3	-10.0	-2.5	-0.4	4.5	-2.1	5.4	0.9	2.0
COc1ccccc1NC(=O)N1c2ccccc2NC(=O)CC1C (stereo not given)	-0.6	-0.3	-0.5	-0.5	11.9	-11.5	5.6	-12.1	-29.7
CC(=O)Oc1ccc(C#C/C=C2\c3ccccc3C(=O)N2c2ccccc2)cc1	-43.9	2.9	3.0	-1.3	-78.1	12.8	4.4	-0.6	-13.7
O=C(Nc1nc(-c2ccc(Cl)cc2Cl)cs1)C1CCCO1 (stereo not given)	3.2	11.8	-13.2	3.9	6.7	8.7	18.9	-3.2	4.9
Cn1c(NC(=O)c2ccccc2)c(-c2cccs2)c(=O)c2ccccc21	-27.4	-7.0	-4.8	-7.2	-21.1	-0.6	-6.2	-10.0	-6.6

Screens: PubChem BioAssay, Sanford-Burnham Center for Chemical Genomics
